GDH-TPI counter: counter-screen for M. tuberculosis FBA inhibitors: GDH-TPI coupled enzymes; 1.2% of 360,000 active; inhibition, % at 4.8 µM; GDH-TPI coupled enzyme counterscreen, NADH absorbance; in the data active = inhibition above about 30%;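 note: 0% = DMSO wells and 100% = wells lacking the enzyme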
BoNT F protease: blocks Botulinum neurotoxin F light chain protease. inhibition, % at 10 µM. 0.22% of 360,000 active. Multiplex microsphere protease cleavage assay, flow cytometry. AID 588497; in the data active = inhibition above about 35%, passing the limit was not always enough; inconclusive = no clear call, values can overlap the other calls; note: plate controls were buffer without enzyme for full effect and enzyme alone for no effect
Mtb BioA inh: blocks M. tuberculosis BioA enzyme activity; 0.096% of 360,000 active; AID 602481; inhibition, % at 9.99 µM; purified M. tuberculosis BioA enzyme, plate reader; in the data active = inhibition above about 40%; inconclusive = no clear call, values can overlap the other calls
FadD28 binding: M. tuberculosis FadD28 bisubstrate binding inhibition | inhibition, % at 12.5 µM | FadD28 bisubstrate probe binding, fluorescence polarization | 0.22% of 360,000 active; in the data active = inhibition above about 8.5%, passing the limit was not always enough; inconclusive = no clear call, values can overlap the other calls
UGM FP inh: inhibitors of M. tuberculosis UDP-galactopyranose mutase; P9WIQ1; purified UGM, fluorescence polarization probe displacement; inhibition, % at 10 µM; 0.06% of 320,000 active; AID 504406; in the data active = inhibition above about 10%, passing the limit was not always enough; inconclusive = no clear call, values can overlap the other calls
Target sequence (P9WIQ1 whole entry, looked up): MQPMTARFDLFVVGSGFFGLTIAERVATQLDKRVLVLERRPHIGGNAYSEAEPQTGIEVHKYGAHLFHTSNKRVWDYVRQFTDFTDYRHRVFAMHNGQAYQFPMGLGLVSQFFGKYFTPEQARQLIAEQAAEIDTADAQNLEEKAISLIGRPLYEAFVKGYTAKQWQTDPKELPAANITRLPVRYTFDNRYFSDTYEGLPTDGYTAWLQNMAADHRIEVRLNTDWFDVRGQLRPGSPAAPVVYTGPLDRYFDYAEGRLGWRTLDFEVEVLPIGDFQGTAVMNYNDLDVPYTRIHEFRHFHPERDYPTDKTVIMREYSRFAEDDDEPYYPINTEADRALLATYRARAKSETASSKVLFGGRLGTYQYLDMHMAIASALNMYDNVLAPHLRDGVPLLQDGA
Mtb FBA inh: inhibitors of M. tuberculosis fructose-bisphosphate aldolase | P9WQA3 | purified M. tuberculosis FBA, fluorescence read-out | inhibition, % at 1 µM | 2.3% of 360,000 active | AID 588726; in the data active = inhibition above about 27%;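 note: 0% = vehicle and 100% = reference inhibitor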
Target sequence (P9WQA3 whole entry, looked up): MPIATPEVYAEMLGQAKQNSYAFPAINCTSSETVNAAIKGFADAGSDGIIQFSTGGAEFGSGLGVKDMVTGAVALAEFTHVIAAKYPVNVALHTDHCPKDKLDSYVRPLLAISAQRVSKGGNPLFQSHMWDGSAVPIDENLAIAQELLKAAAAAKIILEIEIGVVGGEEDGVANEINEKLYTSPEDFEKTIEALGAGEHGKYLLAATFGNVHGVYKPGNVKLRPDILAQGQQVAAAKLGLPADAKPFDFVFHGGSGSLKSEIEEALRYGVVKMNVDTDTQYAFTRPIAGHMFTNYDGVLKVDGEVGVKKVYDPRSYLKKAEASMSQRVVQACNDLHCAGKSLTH
BoNT A protease: inhibitors of Botulinum neurotoxin A light chain protease. multiplex microsphere protease substrate cleavage, flow cytometry. inhibition, % at 10 µM. 0.17% of 360,000 active; note: plate controls were buffer without enzyme for full effect and enzyme alone for no effect
PfHsp40 rescue: restores yeast growth despite PfHsp40 toxicity; growth rescue, % at 12.5 µM; 0.68% of 340,000 active; S. cerevisiae expressing PfHsp40, growth rescue, ATP luminescence; AID 504582; in the data active = growth rescue above about 28%, passing the limit was not always enough; inconclusive = no clear call, values can overlap the other calls;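 note: yeast W303a lacking pdr1 and pdr3 grown in galactose medium; growth measured after three days at 30 °C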
Anthrax LF prot: anthrax lethal factor protease inhibition; 0.12% of 360,000 active; inhibition, % at 10 µM; P15917; multiplex microsphere protease cleavage assay, LF; AID 588501; note: plate controls were buffer without enzyme for full effect and enzyme alone for no effect
* = called active by the depositor. Cut-off read from the data, not from the text of the source, unless noted: active = inhibition above about 30%; inconclusive = no clear call, values can overlap the other calls; inactive = below that.

What do the screens show for `CCOC(=O)Cc1cc(=O)[nH]c(/N=C(\N)Nc2ccc(OC)cc2)n1`?
GDH-TPI counter: -5; BoNT F protease: 3; Mtb BioA inh: -0.2; FadD28 binding: -3.8; UGM FP inh: -1.8; Mtb FBA inh: -5; BoNT A protease: 0.7; PfHsp40 rescue: -1.0; Anthrax LF prot: -3

How did O=C(CCN1CCN(c2ccccc2F)CC1)Nc1ccc2c(c1)OCO2 do in these assays?
GDH-TPI counter: 4; BoNT F protease: -2; FadD28 binding: -4.6; UGM FP inh: -0.3; Mtb FBA inh: -2; BoNT A protease: 0.4; PfHsp40 rescue: -1.1; Anthrax LF prot: 0

What do the screens show for `O=C(O)c1ccc(N/N=C/c2cn(Cc3ccc(F)cc3)c3ccccc23)cc1`?
GDH-TPI counter: 44*; BoNT F protease: -3; Mtb BioA inh: 5.7; FadD28 binding: 18*; UGM FP inh: 1.4; Mtb FBA inh: 12; BoNT A protease: -0.4; PfHsp40 rescue: 2.2; Anthrax LF prot: -1

What do the screens show for `COc1ccc(-c2csc(NC(=O)c3ccoc3C)n2)cc1`?
GDH-TPI counter: 2; BoNT F protease: 1; FadD28 binding: 0.4; UGM FP inh: 0.4; Mtb FBA inh: -2; BoNT A protease: 0.0; PfHsp40 rescue: 17; Anthrax LF prot: -2

What do the screens show for `CCCCCCCC(=O)NNC(=O)c1ccc([N+](=O)[O-])cc1`?
GDH-TPI counter: -1; BoNT F protease: -5; FadD28 binding: -0.2; UGM FP inh: -0.4; Mtb FBA inh: -2; BoNT A protease: -3.6; PfHsp40 rescue: -1.8; Anthrax LF prot: -2

What do the screens show for `COc1ccc(NC(=O)CN(C)C(=O)c2cc(-c3ccccc3)nc3ccccc23)cc1`?
GDH-TPI counter: -6; BoNT F protease: -1; Mtb BioA inh: 0.3; FadD28 binding: -0.9; UGM FP inh: -2.3; Mtb FBA inh: 1; BoNT A protease: -2.9; PfHsp40 rescue: -0.8; Anthrax LF prot: -3

Results for CC(NC(=O)COC(=O)c1cc2ccccc2cc1O)c1ccccc1 (configuration not stated) ?
GDH-TPI counter: 6; BoNT F protease: inconclusive; Mtb BioA inh: 0.7; FadD28 binding: -0.7; Mtb FBA inh: 3; BoNT A protease: inconclusive; PfHsp40 rescue: 0.7; Anthrax LF prot: inconclusive

What do the screens show for `CCn1cc(C(=O)OCC(=O)c2cc(C)n(-c3cccc(C(F)(F)F)c3)c2C)c(=O)c2ccc(C)nc21`?
GDH-TPI counter: 11; BoNT F protease: 1; Mtb BioA inh: -0.7; FadD28 binding: -2.1; UGM FP inh: -0.6; Mtb FBA inh: -2; BoNT A protease: -0.5; PfHsp40 rescue: 21; Anthrax LF prot: -1

What do the screens show for `c1ccc(Cc2ccc(OCCN3CCOCC3)cc2)cc1`?
GDH-TPI counter: -4; BoNT F protease: inconclusive; Mtb BioA inh: 1.1; FadD28 binding: -3.5; UGM FP inh: 4.9; Mtb FBA inh: 1; BoNT A protease: -0.7; PfHsp40 rescue: 1.2; Anthrax LF prot: 0

Results for CN(C1(C)CCS(=O)(=O)C1)S(=O)(=O)c1cccc([N+](=O)[O-])c1 (configuration not stated) ?
GDH-TPI counter: 6; BoNT F protease: 2; Mtb BioA inh: -0.4; FadD28 binding: -1.7; UGM FP inh: 5.6; Mtb FBA inh: 4; BoNT A protease: -0.3; PfHsp40 rescue: 1.0; Anthrax LF prot: 2

Results for O=C(COC(=O)c1cccc([N+](=O)[O-])c1)c1ccc(OCc2ccccc2)cc1 ?
GDH-TPI counter: 2; BoNT F protease: 7; FadD28 binding: -3.0; UGM FP inh: 0.7; Mtb FBA inh: 1; BoNT A protease: 0.8; PfHsp40 rescue: 10; Anthrax LF prot: -2

How did C=CCOC(=O)CSCC(NC(=O)OC(C)(C)C)C(=O)OCC (configuration not stated) do in these assays?
GDH-TPI counter: 2; BoNT F protease: 1; Mtb BioA inh: 17; FadD28 binding: -3.6; UGM FP inh: 0.0; Mtb FBA inh: 8; BoNT A protease: 0.5; PfHsp40 rescue: 1.7; Anthrax LF prot: -2

What do the screens show for `CC(C)(C)NC(=O)/C=C/c1cccc(C(F)(F)F)c1`?
GDH-TPI counter: -7; BoNT F protease: 0; Mtb BioA inh: 0.9; FadD28 binding: -2.4; Mtb FBA inh: 0; BoNT A protease: 0.5; PfHsp40 rescue: 0.4; Anthrax LF prot: 1

How did COc1cccc(C2CCCCN(C)C2=O)c1 (configuration not stated) do in these assays?
GDH-TPI counter: 2; BoNT F protease: inconclusive; Mtb BioA inh: -2.3; FadD28 binding: -1.2; UGM FP inh: 0.1; Mtb FBA inh: -1; BoNT A protease: -2.9; PfHsp40 rescue: -0.3; Anthrax LF prot: -13

What do the screens show for `CC(=O)NS(=O)(=O)c1ccc(NC(=O)/C=C/c2cn(-c3ccccc3)nc2-c2ccccc2)cc1`?
GDH-TPI counter: 43*; BoNT F protease: -8; Mtb BioA inh: 0.1; FadD28 binding: -6.0; UGM FP inh: -2.1; Mtb FBA inh: -4; BoNT A protease: -1.7; PfHsp40 rescue: 0.9; Anthrax LF prot: -1

Results for O=c1c(C=Nc2cccc(C(F)(F)F)c2)c[nH]n1-c1cccc(Cl)n1 ?
GDH-TPI counter: 3; BoNT F protease: 7; Mtb BioA inh: 0.5; FadD28 binding: 2.4; UGM FP inh: 0.7; Mtb FBA inh: -6; BoNT A protease: 0.8; PfHsp40 rescue: 0.3; Anthrax LF prot: -4

Results for COCCCn1c(SCC(=O)c2ccccc2)nc2ccccc2c1=O ?
GDH-TPI counter: -4; BoNT F protease: -6; FadD28 binding: -1.3; UGM FP inh: -1.2; Mtb FBA inh: -1; BoNT A protease: -0.9; PfHsp40 rescue: 0.4; Anthrax LF prot: 2

What do the screens show for `Cc1ccc(S(=O)(=O)CC(=O)N2CCCCCC2)cc1`?
GDH-TPI counter: 3; BoNT F protease: 24; FadD28 binding: 0.2; UGM FP inh: -2.7; Mtb FBA inh: 3; BoNT A protease: 4.0; PfHsp40 rescue: -0.3; Anthrax LF prot: 6

How did CCOc1ccc(Nc2nc3c(c(=O)[nH]2)CCC3)cc1 do in these assays?
GDH-TPI counter: -4; BoNT F protease: 4; Mtb BioA inh: -1.1; FadD28 binding: -2.8; UGM FP inh: 0.7; Mtb FBA inh: -2; BoNT A protease: 0.4; PfHsp40 rescue: 0.7; Anthrax LF prot: 0

What do the screens show for `Nc1c(Cl)cc(C2=NCCn3nc4cc([N+](=O)[O-])ccc4c32)cc1Cl`?
GDH-TPI counter: 17; BoNT F protease: -4; Mtb BioA inh: 0.4; FadD28 binding: -1.9; UGM FP inh: -1.8; Mtb FBA inh: 2; BoNT A protease: 0.1; PfHsp40 rescue: 2.0; Anthrax LF prot: 3

What do the screens show for `N#Cc1c(-c2ccccc2)nc(SCc2nc(N)nc(N3CCCCC3)n2)[nH]c1=O`?
GDH-TPI counter: 7; BoNT F protease: -14; Mtb BioA inh: 0.4; FadD28 binding: -1.6; UGM FP inh: 1.7; Mtb FBA inh: 6; BoNT A protease: -1.4; PfHsp40 rescue: 1.5; Anthrax LF prot: -5

How did O=C(COC(=O)c1ccc(S(=O)(=O)NCc2ccco2)cc1)NCc1ccc(F)cc1 do in these assays?
GDH-TPI counter: 4; BoNT F protease: -1; Mtb BioA inh: -0.2; FadD28 binding: -2.2; UGM FP inh: 0.2; Mtb FBA inh: 3; BoNT A protease: -3.4; PfHsp40 rescue: -0.4; Anthrax LF prot: -1

Results for O=C(N/N=C/c1c[nH]c2ccccc12)c1cc(-c2ccccc2)n[nH]1 ?
GDH-TPI counter: 37*; BoNT F protease: 0; Mtb BioA inh: 2.4; FadD28 binding: 5.8; UGM FP inh: 2.5; Mtb FBA inh: -6; BoNT A protease: -0.9; PfHsp40 rescue: 0.3; Anthrax LF prot: -2

Results for CC/C(C)=N\Nc1nc(-c2cc3cc(OC)ccc3oc2=O)cs1 ?
GDH-TPI counter: 6; BoNT F protease: 3; Mtb BioA inh: 0.1; FadD28 binding: -3.5; UGM FP inh: -0.6; Mtb FBA inh: 5; BoNT A protease: 2.2; PfHsp40 rescue: 2.1; Anthrax LF prot: -1

How did N#Cc1cc(-c2ccccc2)cnc1Sc1ccccc1 do in these assays?
GDH-TPI counter: 10; BoNT F protease: -2; Mtb BioA inh: -0.4; FadD28 binding: -3.1; UGM FP inh: 0.7; Mtb FBA inh: 1; BoNT A protease: -1.1; PfHsp40 rescue: 0.5; Anthrax LF prot: -2

Results for COc1ccc(CCN=C(N)NS(=O)(=O)c2ccc(OC)cc2)cc1 ?
GDH-TPI counter: -2; BoNT F protease: -5; Mtb BioA inh: -2.7; FadD28 binding: -0.7; UGM FP inh: 1.4; Mtb FBA inh: 1; BoNT A protease: -0.1; PfHsp40 rescue: 0.1; Anthrax LF prot: 1

Results for O=C(CSCc1ccc([N+](=O)[O-])cc1)Nc1ccc(S(=O)(=O)N2CCCCCC2)cc1 ?
GDH-TPI counter: -1; BoNT F protease: -3; Mtb BioA inh: 1.4; FadD28 binding: -6.4; UGM FP inh: 1.0; Mtb FBA inh: -2; BoNT A protease: 0.0; PfHsp40 rescue: 14; Anthrax LF prot: 0

Results for COc1ccccc1C(=O)N/C(=C/c1ccc2c(c1)OCO2)C(=O)Nc1cccc(C(=O)O)c1 ?
GDH-TPI counter: 19; BoNT F protease: -6; Mtb BioA inh: -1.0; UGM FP inh: 3.4; Mtb FBA inh: 1; BoNT A protease: 0.8; PfHsp40 rescue: 1.7; Anthrax LF prot: -4

Results for CCn1cc(S(=O)(=O)c2ccccc2)c(=O)c2cc(F)c(N3CCN(C)CC3)cc21 ?
GDH-TPI counter: 9; BoNT F protease: 6; Mtb BioA inh: 0.6; FadD28 binding: -1.0; UGM FP inh: 0.1; Mtb FBA inh: 19; BoNT A protease: 0.2; PfHsp40 rescue: -1.3; Anthrax LF prot: -2

How did Cc1ccc(C)c(N2CCN(C(=O)c3ccc(Cn4c(=S)[nH]c5ccc(N6CCOCC6)cc5c4=O)cc3)CC2)c1 do in these assays?
GDH-TPI counter: 4; BoNT F protease: -2; FadD28 binding: -2.9; UGM FP inh: 0.2; Mtb FBA inh: 8; BoNT A protease: 0.7; PfHsp40 rescue: 1.7; Anthrax LF prot: -3

How did COc1ccccc1C1CC(c2c(-c3ccccc3)c3cc(Cl)ccc3[nH]c2=O)=NN1S(C)(=O)=O (configuration not stated) do in these assays?
GDH-TPI counter: 20; BoNT F protease: 16; Mtb BioA inh: -0.9; FadD28 binding: -2.0; UGM FP inh: 2.0; Mtb FBA inh: -1; BoNT A protease: 1.2; PfHsp40 rescue: 1.2; Anthrax LF prot: -2

How did Cc1ccc(NC2CC(=O)N(Cc3ccccc3)C2=O)cc1 (configuration not stated) do in these assays?
GDH-TPI counter: -2; BoNT F protease: 1; Mtb BioA inh: 0.6; FadD28 binding: 0.3; UGM FP inh: -0.8; Mtb FBA inh: 0; BoNT A protease: -0.3; PfHsp40 rescue: -0.9; Anthrax LF prot: -3

Entries from the list above with an aryl thioether with sulfur outside any ring, in the order listed:
Results for COCCCn1c(SCC(=O)c2ccccc2)nc2ccccc2c1=O ?
GDH-TPI counter: -4; BoNT F protease: -6; FadD28 binding: -1.3; UGM FP inh: -1.2; Mtb FBA inh: -1; BoNT A protease: -0.9; PfHsp40 rescue: 0.4; Anthrax LF prot: 2

What do the screens show for `N#Cc1c(-c2ccccc2)nc(SCc2nc(N)nc(N3CCCCC3)n2)[nH]c1=O`?
GDH-TPI counter: 7; BoNT F protease: -14; Mtb BioA inh: 0.4; FadD28 binding: -1.6; UGM FP inh: 1.7; Mtb FBA inh: 6; BoNT A protease: -1.4; PfHsp40 rescue: 1.5; Anthrax LF prot: -5

How did N#Cc1cc(-c2ccccc2)cnc1Sc1ccccc1 do in these assays?
GDH-TPI counter: 10; BoNT F protease: -2; Mtb BioA inh: -0.4; FadD28 binding: -3.1; UGM FP inh: 0.7; Mtb FBA inh: 1; BoNT A protease: -1.1; PfHsp40 rescue: 0.5; Anthrax LF prot: -2
